Source: PubChem (several laboratories)
Scp1 inh: Scp-1 phosphatase inhibitors, primary screen, biochemical, colorimetric, uHTS; Carboxy-terminal domain RNA polymerase II polypeptide A small phosphatase 1 (Homo …; inhibition, % at 20 µM; AID 493091, 2011; 340,000 tested, 0.88% active; Recombinant Scp1, phosphopeptide, malachite green phosphate absorbance;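 active = inhibition above about 50% at 20 µM, limit read from the data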;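 also: plate controls were DMSO wells with enzyme for no effect and wells lacking enzyme for full effect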
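Material – SCP-1 phosphatase catalytic domain, residues 76-261 · Buffer or medium – Acidic Tris acetate buffer with magnesium and detergent · Also added – Phospho 17-mer peptide substrate · Compound – single 20 µM dose, 1% DMSO · Times – 45 min room-temperature reaction, 5 min colour, 30 min stabiliser · Technique – Phosphate-binding colour reagent, absorbance read at 630 nm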
LMPTP block: LMPTP phosphatase inhibitors, primary screen, biochemical, fluorescence intensity, uHTS; Low molecular weight phosphotyrosine protein phosphatase (Homo sapiens), P24666; recombinant LMPTP-A, OMFP fluorogenic substrate; inhibition, % at 20 µM; 360,000 tested, 0.22% active;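 active = compounds that cut the enzyme signal by at least half of the control window in the single-dose screen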;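 also: plate controls were DMSO wells with enzyme plus substrate for no effect and substrate without enzyme for full effect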
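test system = LMPTP-A | amount = 0.625 nM LMPTP-A final | reagent = fluorogenic phosphatase substrate OMFP at 400 µM final | incubation = 50 min at room temperature | benchmarks = no-enzyme low control, uninhibited high control | medium = Bis-Tris pH 6.0, DTT, detergent | signal = fluorescence intensity of OMFP turnover product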
DNMT1 block: human DNMT1 methyltransferase inhibitors, primary screen, biochemical, molecular beacon, fluorescence, HinP1I cleavage, uHTS | DNA (cytosine-5)-methyltransferase 1 (Homo sapiens), P26358 | inhibition (reported as % activation of signal), % at 10 µM | 360,000 tested, 0.83% active; in the data active = inhibition above about 50%
SUMO1-SIM PPI: modulators of SUMO1 protein-protein interactions, primary screen, biochemical, uHTS. 360,000 tested, 0.33% active. inhibition, % at 20 µM. SUMO1 binding to a labelled peptide, TR-FRET, 1 h. Small ubiquitin-related modifier 1 (Homo sapiens), P63165; in the data active = inhibition above about 37%
Rpn11 inh: Rpn11 (PSMD14) deubiquitinase inhibitors, primary screen, biochemical, fluorescence polarization, uHTS | 26S proteasome non-ATPase regulatory subunit 14 (Homo sapiens), O00487 | human 26S proteasome, Ub4-pepOG fluorescence polarization; 20S core pre-blocked with epoxomicin | calls only at 20 µM | 360,000 tested, 0.59% active;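 active = inhibition at 20 µM, scaled to each plate's controls, above about 33%, limit read from the data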
Target sequence (O00487 whole entry, looked up): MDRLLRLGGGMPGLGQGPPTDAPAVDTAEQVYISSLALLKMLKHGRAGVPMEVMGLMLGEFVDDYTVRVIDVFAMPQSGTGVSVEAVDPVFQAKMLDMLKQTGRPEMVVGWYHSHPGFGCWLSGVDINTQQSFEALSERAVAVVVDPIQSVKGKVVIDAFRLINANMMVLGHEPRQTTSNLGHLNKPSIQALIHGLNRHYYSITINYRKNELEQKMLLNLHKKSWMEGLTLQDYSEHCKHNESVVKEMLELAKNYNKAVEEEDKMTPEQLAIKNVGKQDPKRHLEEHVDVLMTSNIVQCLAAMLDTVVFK
Rin1 Abl inh: inhibitors of Rin1-Abl protein binding, primary screen, biochemical, TR-FRET | inhibition, % at 7.35 µM | 360,000 tested, 0.4% active; in the data active = inhibition above about 5%, passing the limit was not always enough
Neddyl block: inhibitors of cullin neddylation, primary screen, biochemical, TR-FRET, uHTS, NAE and Ubc12 | NEDD8-conjugating enzyme Ubc12 (Homo sapiens) + NEDD8-activating enzyme E1 regulatory … | AID 651699, 2012 | 360,000 tested, 0.58% active | calls only at 25 µM; in the data active = inhibition above about 36%
Target sequence (P61081 whole entry, looked up): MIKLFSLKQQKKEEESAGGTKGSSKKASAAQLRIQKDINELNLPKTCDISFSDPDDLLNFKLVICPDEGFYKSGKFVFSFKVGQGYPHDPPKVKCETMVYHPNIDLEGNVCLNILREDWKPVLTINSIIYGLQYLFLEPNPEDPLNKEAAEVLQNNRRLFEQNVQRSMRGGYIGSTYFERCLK
Target sequence (Q13564 whole entry, looked up): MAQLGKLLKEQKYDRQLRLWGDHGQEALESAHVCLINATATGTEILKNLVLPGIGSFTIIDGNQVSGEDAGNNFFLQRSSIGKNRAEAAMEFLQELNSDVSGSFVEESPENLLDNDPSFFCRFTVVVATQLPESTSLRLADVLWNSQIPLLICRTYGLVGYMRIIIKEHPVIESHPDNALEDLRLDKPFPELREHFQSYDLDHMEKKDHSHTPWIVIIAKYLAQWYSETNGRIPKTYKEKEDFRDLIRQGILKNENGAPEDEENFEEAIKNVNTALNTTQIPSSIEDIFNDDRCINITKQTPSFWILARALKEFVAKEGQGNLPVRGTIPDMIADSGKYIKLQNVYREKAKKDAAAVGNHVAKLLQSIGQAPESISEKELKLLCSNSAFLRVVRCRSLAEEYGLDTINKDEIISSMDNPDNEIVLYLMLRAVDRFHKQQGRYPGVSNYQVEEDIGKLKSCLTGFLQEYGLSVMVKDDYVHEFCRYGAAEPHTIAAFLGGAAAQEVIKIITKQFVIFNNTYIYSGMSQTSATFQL
NadD inh: inhibitors of S. aureus NadD, primary screen, biochemical, colorimetric, uHTS; Nicotinate-nucleotide adenylyltransferase NadD (Staphylococcus aureus N315); purified NadD enzyme, colorimetric absorbance read-out; inhibition, % at 20 µM; 360,000 tested, 0.78% active; AID 602399, 2012; in the data active = inhibition above about 26%; also: some compounds past the cut are filed as inactive
STEP inh: STEP phosphatase inhibitors, primary screen, biochemical, fluorescence intensity, uHTS | Tyrosine-protein phosphatase non-receptor type 5 (Homo sapiens), P54829 | 360,000 tested, 0.25% active | recombinant STEP, OMFP fluorogenic substrate | inhibition, % at 20 µM;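 active = inhibition at 20 µM, scaled per plate between control wells, above about 37%, limit read from the data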;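 also: 0% = DMSO with enzyme and substrate and 100% = substrate only without enzyme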
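Material: STEP (striatal-enriched tyrosine phosphatase) enzyme, cell-free | Medium: 50 mM Bis-Tris pH 6.0 with 2.5 mM DTT and 0.005% Tween 20 | Read-out: Percent inhibition scaled to no-enzyme and uninhibited-enzyme controls, plate-pattern corrected | Signal: Fluorescence read at 480 nm ex / 540 nm em | Times: 20 min reaction, room temperature, in the dark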
CSN deneddyl inh: inhibitors of CSN-mediated cullin deneddylation, primary screen, biochemical, fluorescence polarization, uHTS; inhibition, % at 12.5 µM; COP9 signalosome complex subunit 5 (Homo sapiens), Q92905; 360,000 tested, 0.38% active; Purified CSN, SCF-Nedd8-OG deneddylation;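 active = pattern-corrected inhibition above about 35%, with an unprinted fluorescence ratio check between 0.5 and 1.5, limit read from the data, passing the limit was not always enough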;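 also: 0% = enzyme with substrate and 100% = substrate without enzyme; some results filed as inactive read as strong as hits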
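Assay system: purified human Csn5 enzyme expressed in HEK293T cells; Input: 0.24 nM Csn5 enzyme, final concentration; Reagent: 10 nM SCFSkp2-Nedd8OG; Compound dosing: 12.5 µM single point; Times: reaction 90 min, room temperature; Technique: fluorescence polarization readout.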
Active calls of the source: *; i = inactive; . = no result given; + = active, no number.

Scp1 inh	LMPTP block	DNMT1 block	SUMO1-SIM PPI	Rpn11 inh	Rin1 Abl inh	Neddyl block	NadD inh	STEP inh	CSN deneddyl inh	Compound
-6	0.6	2	0	i	1	i	-7	2	3	CCC1Oc2ccc(C)cc2N(CC(=O)NCCC2=CCCCC2)C1=O (centres undefined)
-4	0.5	0	3	i	0	i	-6	-1	-2	O=C(NCc1cccs1)C1CCCN(c2nc3ccccc3o2)C1 (centres undefined)
-2	1.2	0	1	i	0	i	2	1	4	CC1Cc2ccccc2N1C(=O)COC(=O)c1ccc(N(C)C)cc1 (centres undefined)
-10	0.8	-1	-2	i	-10	i	11	-1	0	C=CCNc1nc(-c2ccccn2)nnc1-c1ccccc1
-2	0.1	0	1	i	2	i	-1	0	-3	COc1cc(CC(=O)OCC(=O)Nc2ccc(N3CCOCC3)cc2)cc(OC)c1OC
-5	2.4	0	-1	i	0	i	3	0	-1	O=C(Nc1ccc(N2CCN(C(=O)c3ccc(Cl)cc3)CC2)cc1)c1cccs1
-3	-0.2	2	1	i	-2	i	-4	2	-2	Cc1nc(NC(=O)COC(=O)CCc2nc3ccccc3s2)c(Cl)cc1Cl
3	0.3	2	-5	i	3	i	-4	-3	-2	CCCn1c(SCC(=O)NCCCN2CCCC2=O)nc2ccccc2c1=O
-1	-0.4	0	4	i	0	i	8	-4	2	Cc1nc(S(=O)(=O)N2CCOCC2)c(C#N)c(C)c1Cl
-15	-0.5	2	-1	i	-3	i	-1	-2	5	CC1(C)CC(=O)C=C(Nc2ccccc2O)C1
-3	-1.1	-13	-24	i	-2	i	2	-2	5	O=[N+]([O-])c1ccc(S(=O)(=O)N2CCN(Cc3c[nH]c4ccccc34)CC2)cc1
4	0.3	1	0	i	0	i	-3	1	1	O=C(NNc1ccc(-c2csnn2)cc1)c1ccccc1C(F)(F)F
7	41	-33	-5	+	0	i	13	9	6	CC(=NNC(=S)N1CCN(c2ccccn2)CC1)c1ccccn1
0	-0.2	1	4	i	-1	i	-1	4	1	CC(C)(C)OC(=O)C[C@@H]1C/C=C\C[C@H](CC(=O)NCCO)C(=O)N2CCC[C@@H]2COC1=O
-12	0.4	0	15	i	-5	i	-10	2	1	COc1cc(/C=N/N(CCO)C2=NS(=O)(=O)c3ccccc32)cc(OC)c1OC
-19	0.8	0	-1	i	-2	i	-11	-2	-3	C=CCn1c(SCC(=O)NNC(=O)Nc2cccc(Cl)c2)nnc1-c1ccccc1
-6	0.2	-1	-5	i	0	i	4	-1	-1	CCCCCOC(=O)Cn1c(N2CCOCC2)nc2c1c(=O)[nH]c(=O)n2C
-4	-4.3	0	4	i	0	i	-8	1	1	CC(CN1CCC(O)CC1)c1ccccc1 (centres undefined)
-2	-1.1	2	0	i	0	i	-2	3	-3	COCC(=O)Nc1nc(-c2ccccc2)ns1
-1	-0.3	3	1	i	0	i	-6	-3	4	COc1cccc(NC(=O)NC2CCCc3ccccc32)c1 (centres undefined)
2	-0.8	3	-5	i	-1	i	-2	4	4	CCOC(=O)C1CCCN(S(=O)(=O)c2ccc3c(c2)N(C(C)=O)CCO3)C1 (centres undefined)
-4	-2.8	2	2	i	3	i	-8	1	1	O=C(NC1CC1)c1cccc(S(=O)(=O)Nc2ccccc2F)c1
0	-0.4	7	-4	i	2	i	-5	-3	-1	CCn1c(CSc2nnc(-c3ccoc3C)n2C)nc2cc(S(=O)(=O)N(C)C)ccc21
-5	-1.2	0	9	i	0	i	-3	0	1	C/C(=N\NC(=O)c1nn(C)cc1Cl)c1ccncc1
-4	0.3	29	-3	i	0	i	4	-2	4	CCOC(=O)c1sc(=NC(=O)c2cc(OC)c(OC)c(OC)c2)n(C)c1C
-9	-1.7	-2	-8	i	5	i	-2	-2	6	C=CCNC(=S)N1CCN(CCN=Cc2c(C)[nH]n(-c3ccc([N+](=O)[O-])cc3)c2=O)CC1
-5	2.0	-4	-1	i	-2	i	5	-1	5	Cc1cccc(N(C(=O)c2ccc(CN3CCOCC3)o2)C(C(=O)NC2CCCCC2)c2ccc(F)cc2)c1 (centres undefined)
-5	0.2	0	4	i	0	i	-11	2	4	COc1cccc(CNC(=O)C2CCN(S(=O)(=O)c3ccc(C)cc3)CC2)c1
-4	-0.8	-1	5	i	3	i	-3	-1	5	O=C(CNS(=O)(=O)c1cccc(Br)c1)NCC1CCCCC1
-4	-1.2	1	0	i	-3	i	2	0	0	COc1ccc(N(CC(=O)N2CCN(C)CC2)S(=O)(=O)c2ccccc2)cc1OC
-6	-1.4	-1	-7	i	3	i	-3	-1	-2	CC1(C)COC2(OC1)C(=O)Nc1ccccc12
-6	8.2	-6	-6	i	-1	i	-8	-2	0	COc1ccc(/C=N/NC(=O)c2cccnc2)cc1CN1CCc2cc(OC)c(OC)cc2C1C (centres undefined)
-1	1.4	1	-3	i	7	i	-6	0	0	CN(c1c[nH]c(=O)[nH]c1=O)C1CCCCC1
1	-0.7	-3	3	i	-2	i	5	2	4	Cc1cc(-c2nnc(CCC(=O)N(CC3CC3)CC3CCCO3)o2)no1 (centres undefined)
72*	7.1	27	22	i	-7	i	11	14	11	Nc1nonc1-c1nc2ccccc2n1CC(=O)N/N=C/c1ccc(-c2cccc(C(=O)O)c2)o1
.	-0.6	5	-2	i	0	i	1	0	-1	CC(=O)N1C[C@H]2CON(C)[C@H]2C[C@H]1c1cccc(-c2ccc(C#N)cc2)c1
-8	1.4	-4	-14	i	-2	i	-8	2	-4	COc1ccc2cc(-c3ccon3)ccc2c1
0	-0.7	-1	3	i	1	i	-2	0	0	O=C(Nc1cccc2c1CCCC2)C1CCN(c2nnnn2-c2ccccc2)CC1
-5	2.3	1	-2	i	-4	i	0	-1	-1	CCOC(=O)C(C)n1cnc2c(nnn2-c2cccc(Cl)c2)c1=O (centres undefined)
-10	-0.9	63*	-4	i	5	i	8	0	1	CC(C=NNC(=O)C(=O)NN=CC(C)=Cc1ccccc1)=Cc1ccccc1
-6	0.6	-12	-2	i	-4	i	-2	-1	2	Nc1ccc2nc(CCCO)[nH]c2c1
-3	-0.4	2	-3	i	0	i	-3	-3	-5	CC(C)(C)c1ccc(S(=O)(=O)NCc2ccccn2)cc1
-5	-1.3	-2	2	i	-2	i	3	3	-3	COc1ccc(C)cc1NC(=O)C(Sc1nnc(-c2cccs2)o1)c1ccccc1 (centres undefined)
3	-1.6	2	5	i	0	i	-5	2	3	CCCCn1c(N)c(N(CC)C(=O)c2ccco2)c(=O)[nH]c1=O
.	-1.5	-3	2	i	-2	i	3	1	2	CCNC(=O)C1(C)CCCN(C(=O)CCc2cccs2)C1 (centres undefined)
8	1.8	1	7	i	0	i	-1	-2	3	Cc1cc(C(F)(F)F)cc(NNC(=O)NC(=O)c2c(F)cccc2Cl)n1
9	0.4	-4	1	i	1	i	2	0	-1	CCCC(c1nnnn1Cc1ccc2c(c1)OCO2)N1CCC(C(N)=O)CC1 (centres undefined)
-2	0.1	5	-4	i	-1	i	-1	5	-4	CC(C)N1CC2=C(C1=O)C(c1ccc(O)cc1)NC(=O)N2C (centres undefined)
6	0.2	1	-5	i	0	i	-9	-3	-4	Cc1ccc(S(=O)(=O)c2c(C)cc(C)nc2N2CCCC2)cc1
-11	-1.0	-6	-2	i	-2	i	-6	-3	-15	CC1(C)CC(=O)/C(=C(/O)Cc2ccccc2)C(=NCCc2ccccc2)C1
4	-2.2	4	-2	i	3	i	1	-2	-2	Cc1cccc(Nc2ncnc3c2cnn3C)c1
-5	-0.5	2	-2	i	-6	i	-4	-4	-18	Cc1ccc(OCC(=O)NCCC2=CCCCC2)cc1
-4	-1.3	6	0	i	1	i	-5	-3	-1	COc1cccc(N(CC(=O)NC(C)(C)C)C(=O)C2CSC(=O)C2)c1 (centres undefined)
-3	-0.3	0	4	i	-1	i	-3	1	-2	COC(=O)CSc1nc(NC(C)(C)C)nc(N(C)C)n1
-7	0.9	0	5	i	-2	i	-4	2	-3	COc1ccc(OCC(=O)N2CCC(Cc3ccccc3)CC2)cc1
-11	-1.5	-1	0	i	2	i	3	-4	5	CCCCn1c2c(c(=O)n(C)c1=O)C(CC(=O)OCC(=O)Nc1cccc(C(F)(F)F)c1)C(=O)N2 (centres undefined)
89*	-1.1	-14	-2	i	2	i	25	3	8	Cc1ccccc1NC(=O)C1c2cccc[n+]2CC(=O)N1c1c(C)cccc1C (centres undefined)
8	3.8	68*	9	i	-4	i	7	2	-4	COc1ccccc1C(=O)NC(=S)Nc1ccc(N2CCCC2)cc1
-4	0.4	-2	-3	i	0	i	7	-2	1	CCN(CCNC(=O)c1cccc(N2CCCC2=O)c1)c1ccccc1

A draw from above in order of SMILES length, ascending.
Scp1 inh	LMPTP block	DNMT1 block	SUMO1-SIM PPI	Rpn11 inh	Rin1 Abl inh	Neddyl block	NadD inh	STEP inh	CSN deneddyl inh	Compound
4	-2.2	4	-2	i	3	i	1	-2	-2	Cc1cccc(Nc2ncnc3c2cnn3C)c1
-5	-0.5	2	-2	i	-6	i	-4	-4	-18	Cc1ccc(OCC(=O)NCCC2=CCCCC2)cc1
-7	0.9	0	5	i	-2	i	-4	2	-3	COc1ccc(OCC(=O)N2CCC(Cc3ccccc3)CC2)cc1
8	3.8	68*	9	i	-4	i	7	2	-4	COc1ccccc1C(=O)NC(=S)Nc1ccc(N2CCCC2)cc1
-2	0.1	5	-4	i	-1	i	-1	5	-4	CC(C)N1CC2=C(C1=O)C(c1ccc(O)cc1)NC(=O)N2C (centres undefined)

Outcome played no part in choosing rows (roughly 3.8% active in at least one column).
